Source: PubChem
SIAE inh: human SIAE inhibitors, primary screen, biochemical, fluorescence polarization, FP-Rh probe, 1536-well HTS; Sialate O-acetylesterase (Homo sapiens), Q9HAT2; inhibition, % at 9.66 µM; hit rate 0.69% among 370,000; SIAE FP-Rh probe binding;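 active = inhibition above a cutoff: mean of compounds within the control limits plus 3 SD of those, cut at about 17% in these data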;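 note: 0% = plate median of compound wells and 100% = probe without SIAE protein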
mABHD4 FP: ABHD4 inhibitors, primary screen, biochemical, fluorescence polarization, mouse. (Lyso)-N-acylphosphatidylethanolamine lipase (Mus musculus), Q8VD66. purified mABHD4, FP-Rh probe fluorescence polarization. inhibition, % at 8.92 µM. hit rate 0.54% among 370,000. AID 720543, 2013;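 active = inhibition exceeding the mean over every tested compound plus 3 SD, cut at about 30% in these data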;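 note: 0% = plate median of compound wells and 100% = S159A mutant with DMSO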
Target sequence (Q8VD66 whole entry, looked up): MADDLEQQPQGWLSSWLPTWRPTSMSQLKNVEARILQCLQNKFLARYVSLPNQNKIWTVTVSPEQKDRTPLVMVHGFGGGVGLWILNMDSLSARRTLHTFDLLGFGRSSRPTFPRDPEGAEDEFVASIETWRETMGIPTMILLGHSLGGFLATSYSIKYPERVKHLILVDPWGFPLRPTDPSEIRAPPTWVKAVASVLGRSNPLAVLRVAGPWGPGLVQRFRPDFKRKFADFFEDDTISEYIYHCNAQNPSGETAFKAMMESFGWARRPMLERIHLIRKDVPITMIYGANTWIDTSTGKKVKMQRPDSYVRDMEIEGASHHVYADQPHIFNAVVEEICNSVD
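system = mouse ABHD4 enzyme, wild type | medium = HEPES pH 7.0, NaCl, Pluronic buffer | also added = FP-Rh probe | incubation = Enzyme–compound pre-incubation 45 min, then probe 60 min, both 25 °C | technique = fluorescence polarization, excitation 525 nm, emission 598 nm, BODIPY TMR filters | controls = S159A mutant high control, sample median low control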
PRMT1 inh: PRMT1 methyltransferase inhibitors, primary screen, biochemical, fluorescence polarization; recombinant PRMT1, activity-based probe fluorescence polarization; Protein arginine N-methyltransferase 1 (Homo sapiens), Q99873; inhibition, % at 2.79 µM; hit rate 1.3% among 370,000;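 active = inhibition above about 21% made by adding two undisclosed values, limit read from the data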
TCR CD3 inh: inhibitors of human TCR-CD3 interaction, primary screen, biochemical, fluorescence, TAMRA-labeled TCR probe | T-cell receptor (TCR) | inhibition, % at 9.4 µM | hit rate 0.37% among 360,000 | AID 651800, 2012; in the data active = inhibition above about 19%;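 note: recombinant mutant TCR 2C K166C tagged with TAMRA read by polarization; 0% = receptor in buffer alone and 100% = receptor with positive control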
rCAG binder: binders of r(CAG) RNA repeats, primary screen, biochemical, fluorescence | r(CAG) RNA repeat, TO-PRO-1 dye displacement fluorescence | inhibition, % at 3 µM | hit rate 1.3% among 370,000 | AID 651821, 2012;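 active = inhibition above the plate cutoff, the mean of all test compounds on that plate plus 3 SD, cut at about 35% in these data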;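 note: 0% = DMSO alone and 100% = 100 µM mitoxantrone as full dye displacement; higher means more dye released from RNA so lower well fluorescence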
LEDGF integ inh: blockers of LEDGF/p75-dependent integrase strand transfer – biochemical, TR-FRET, high throughput, primary screen; inhibition, % at 3.7 µM; HIV-1 integrase (with human LEDGF/p75); hit rate 0.64% among 370,000; TR-FRET IN-LEDGF/p75 DNA integration, Eu/Cy5;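 active = inhibition above the screen-wide mean plus 3 SD, cut at about 13% in these data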;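 note: signal is the Cy5 over europium emission ratio at 671 and 618 nm; 0% = plate median of compound wells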
TDP2 inh: human TDP2 enzyme inhibitors, primary screen, biochemical, epi absorbance, recombinant enzyme; T5PNP hydrolysis, p-nitrophenol absorbance 415 nm; inhibition, % at 12.8 µM; Tyrosyl-DNA phosphodiesterase 2 (Homo sapiens), O95551; AID 720702, 2013; hit rate 0.34% among 370,000;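 active = inhibition above the mean of all tested compounds plus 3 SD, set per campaign, cut at about 25% in these data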;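 note: 0% = DMSO with enzyme and 100% = buffer with substrate but no TDP2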
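Incubation: 2 h at 37 °C; Test system: recombinant human TDP2; Quantity: enzyme 120 nM; Read-out basis: percent inhibition; Medium: 50 mM Tris-HCl pH 7.5 with Mg2+, KCl, DTT, BSA; Repeats: single replicate; Compound: 12.8 µM single point, 1% DMSO; Signal: epi absorbance; Reagent: 5 mM T5PNP chromogenic substrate; Benchmarks: no-enzyme high, DMSO-plus-enzyme low.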
PG9 Ab binder: binders of HIV-1 gp120 antibody PG9, primary screen, biochemical, TR-FRET | AID 624416, 2012 | inhibition, % at 6.7 µM | hit rate 0.43% among 360,000 | TR-FRET gp120-PG9 antibody binding; in the data active = inhibition above about 8.5%
HTRA1 inh: HTRA1 serine protease inhibitors, primary screen, biochemical, fluorescence polarization, HTS | Q92743 | recombinant HTRA1, FP-rhodamine activity-based probe | inhibition, % at 5.96 µM | hit rate 0.5% among 340,000; in the data active = inhibition above about 36%;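 note: 0% = enzyme with DMSO and 100% = wells lacking enzyme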
Target sequence (Q92743 whole entry, looked up): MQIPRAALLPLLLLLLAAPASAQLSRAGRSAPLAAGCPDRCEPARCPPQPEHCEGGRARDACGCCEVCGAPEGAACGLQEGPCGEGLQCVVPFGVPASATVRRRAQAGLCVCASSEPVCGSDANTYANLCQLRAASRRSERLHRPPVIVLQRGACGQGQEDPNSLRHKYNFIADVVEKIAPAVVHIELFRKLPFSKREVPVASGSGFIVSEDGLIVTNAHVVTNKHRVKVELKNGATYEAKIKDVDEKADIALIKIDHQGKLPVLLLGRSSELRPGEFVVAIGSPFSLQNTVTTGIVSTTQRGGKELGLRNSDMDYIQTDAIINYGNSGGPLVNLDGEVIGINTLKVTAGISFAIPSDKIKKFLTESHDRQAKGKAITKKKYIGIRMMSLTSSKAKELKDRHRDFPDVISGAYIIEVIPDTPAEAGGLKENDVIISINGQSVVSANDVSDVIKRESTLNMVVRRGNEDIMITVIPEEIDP
NR1D1 modulator: modulators of Rev-erb alpha DNA binding, primary screen, biochemical, FITC-DNA, fluorescence polarization, uHTS. Nuclear receptor subfamily 1 group D member 1 (Homo sapiens), P20393. hit rate 0.79% among 370,000. Rev-erbα–FITC-DNA binding, 90 min. activity, % at 10 µM;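 active = activity above about 14%, limit read from the data; passing the limit was not always enough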;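 note: 0% = DMSO wells with 35 nM protein and 100% = DMSO wells with 750 nM protein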
The depositor's hits bear a star; nt = no result given. A portion of the library; count on the stated rates, not on these rows.

Molecule,SIAE inh,mABHD4 FP,PRMT1 inh,TCR CD3 inh,rCAG binder,LEDGF integ inh,TDP2 inh,PG9 Ab binder,HTRA1 inh,NR1D1 modulator
CN(c1ccccc1)S(=O)(=O)c1cccc(C(=O)Nc2ccc(N3CCOCC3)cc2)c1,5,0,-5,7,8,2,0,-1.5,0,0
O=C(N/N=C/c1cccs1)C1COc2ccccc2O1 (stereo unspecified),3,0,1,12,3,-1,1,-2.0,-2,3
CCOC(=O)c1ccc(NS(=O)(=O)c2cc(C)ccc2OC)cc1,-10,-5,0,3,7,5,4,-0.4,-6,-1
O=C(/C=C/c1cccc2ccccc12)NCCC1=CCCCC1,8,-7,-1,3,-1,-1,-4,-0.9,-10,29*
C=CCn1c2ccccc2c2nnc(SCC(=O)Nc3c(C)n(C)n(-c4ccccc4)c3=O)nc21,-3,3,2,-1,6,1,3,-0.1,-5,-4
CCCCNC(=O)/C(C#N)=C/c1ccc(F)cc1F,5,3,-3,-3,-3,7,0,-2.6,2,0
CN(CC(=O)Nc1ccccc1)CC(=O)Nc1ccccc1Cl,0,6,1,-2,-2,-5,4,-1.3,9,6
CN(C)/C=C(\C#N)C(=O)c1cccnc1Oc1ccc(F)cc1F,2,0,0,6,6,0,-6,-1.7,-1,-2
COc1ccc(CCNC(=O)C2CC3Cn4c(nc5cc6ccccc6cc54)C3N2C)cc1 (stereo unspecified),2,-3,-1,8,-3,0,10,0.8,-1,-5
O=C(O)/C=C\c1ccccc1Oc1cccc(Cl)c1,-3,5,0,-6,8,0,7,-0.6,-3,-1
CCOC(=O)C1=C(c2ccccc2)N2CCS(=O)(=O)N=C2S1,4,-5,-3,0,1,0,-6,-1.2,3,2
COC(=O)c1ccc2nc(-c3ccco3)c(Cc3cccc(F)c3)n2c1,1,-2,43*,-5,20,6,3,2.7,nt,-12
O=C(Oc1ccc2ccc(=O)oc2c1)c1cccs1,5,-3,1,12,0,0,7,0.4,3,-3
O=C(COC(=O)C1CCC(N2C(=O)C3C4CCC(C4)C3C2=O)CC1)c1ccc(F)cc1 (stereo unspecified),-2,9,4,7,1,1,10,0.1,-4,4
O=C(OCC(=O)N1CCCC1)c1ccc(NS(=O)(=O)c2cccs2)cc1O,0,2,1,-3,7,0,-5,-1.4,3,-6
COP(=O)(OC)C(Nc1ccc(C)cc1)c1ccc([N+](=O)[O-])cc1 (stereo unspecified),7,1,-1,-1,-5,-2,6,-1.4,0,-1
CCCc1nnc(NS(=O)(=O)c2ccc(C)cc2)o1,1,2,4,-6,0,0,-13,-1.6,7,12
CCOc1cc(C=O)cc(N=Nc2cccc([N+](=O)[O-])c2)c1O,0,7,6,-4,7,-1,0,-2.6,5,9
O=C(O)CCN1CCc2ccccc2C1c1ccncc1 (stereo unspecified),1,-1,0,-1,0,-5,-7,-3.3,-10,5
CC(C)COc1ccc2[nH]c3c(c2c1)CCCC3=O,-4,-4,-2,-3,-1,3,-1,1.5,-2,0
Cc1cc(C)cc(C(=O)OCC(=O)Nc2ncccn2)c1,6,-8,-1,0,0,1,7,-0.5,-2,-2
C[C@H](CO)N1C[C@H](C)[C@H](CN(C)Cc2cccc(F)c2)Oc2ncc(C3=CCCC3)cc2C1=O,9,3,0,9,3,-2,-3,-1.0,nt,7
COc1ccc(/C=N/n2cnn(Cc3ccccc3Cl)c2=S)cc1,2,-4,5,7,1,2,-5,-3.0,-4,-2
Cc1cc(C(=O)CSc2nnc(CCC(N)=O)n2C)c(C)n1C1CC1,0,4,-1,2,0,-2,1,-0.2,10,-6
CCNC(=O)CC1C(=O)N(c2ccc(F)cc2)C(=O)N1Cc1ccccn1 (stereo unspecified),-2,6,0,-4,0,-1,5,0.5,0,-1
O=S1(=O)N=C(N(CCO)/N=C/c2ccncc2)c2ccccc21,2,-2,2,1,1,1,-9,-2.5,-2,3
COCCn1c(=S)[nH]c2cc(C(=O)N(CCO)Cc3ccccc3)ccc2c1=O,11,-3,-2,9,-3,3,13,-0.3,-4,5
O=Cc1ccc(OCc2cn(CC(=O)c3ccc(O)cc3)nn2)cc1,-4,1,-1,4,1,2,-6,2.1,4,-8
CC(C)n1nnnc1C1(C)CN(S(C)(=O)=O)CC(=O)N1Cc1cccc(C(F)(F)F)c1 (stereo unspecified),7,-1,-2,nt,3,3,5,nt,nt,1
O=C(NCc1ccccc1)C1CCCN(C(=O)c2ccc(F)cc2)C1 (stereo unspecified),4,4,-4,3,-3,-4,-4,-1.3,-1,2
O=C(O)/C=C/C(=O)Nc1cccc(C(F)(F)F)c1,-3,0,9,-2,1,0,-10,3.5,6,-1
CCOc1ccc(N2C(=O)CC(SCc3nc4ccccc4[nH]3)C2=O)cc1 (stereo unspecified),-3,4,15,2,7,4,-4,1.0,-1,-2
Cc1noc(C)c1COc1ccc(C(=O)N2CCN(S(=O)(=O)c3cccc(F)c3)CC2)cc1,5,2,3,-4,0,-1,-2,0.0,23,-5
CN(CCCn1ccc(NC(=O)OCc2ccccc2)nc1=O)CCc1ccccn1,-5,5,-4,5,0,-8,10,-0.1,3,0
O=C1/C(=C\c2ccsc2)NC(=S)N1c1ccccc1,-3,-3,-1,1,5,6,-35,-0.9,-4,-4
O=C(OCC(=O)N1CCc2ccccc2C1)c1ccc(F)cc1Cl,-1,3,2,-5,-1,0,3,-0.6,-2,0
CN1CCN(S(=O)(=O)c2ccc(NC(=O)Cc3ccc([N+](=O)[O-])cc3)cc2)CC1,-1,-5,2,-2,6,-1,7,-1.0,4,-1
O=C(Nc1nc(-c2ccc(F)cc2)cs1)c1ccc(N2C(=O)CCC2=O)cc1,-5,-3,-4,5,3,3,-1,5.7,0,4
O=C(c1ccc2[nH]c(=O)c(=O)[nH]c2c1)N1CCN(c2ccccc2)CC1,2,-3,-3,5,2,1,23,-1.2,-5,0
CCCCCCCCN1[C@@H](CC(=O)O)c2cc(C(F)(F)F)ccc2S1(=O)=O,2,-11,4,-3,40*,0,0,0.7,-14,-2
COC(=O)c1ccc2nc(-c3ccco3)c(Cc3ccccc3C(F)(F)F)n2c1,-1,3,34*,0,22,2,-2,1.0,nt,-9
CCOC(=O)C(NCc1ccccn1)(NC(=O)c1cccnc1)C(F)(F)F (stereo unspecified),1,-9,0,-1,-2,-1,-2,0.5,9,2
O=C(CN1CCc2ccccc2C1)Nc1cccc(S(=O)(=O)N2CCCC2)c1,-12,6,8,-1,3,1,9,-0.4,0,0
CCCOc1ccc(C(=O)NC(=S)NNC(=O)c2c(-c3ccccc3)noc2C)cc1,1,1,-1,-1,19,-1,-5,-0.1,14,-3
CC(=O)SC1CC2=CC(=O)CCC2(C)C2CCC3(C)C(CCC34CCC(=O)O4)C12 (stereo unspecified),-1,8,10,0,-5,-2,0,0.5,6,-1
Cc1cc(O)c(C(C)C)cc1NC(=O)Nc1cccc2ccccc12,1,-2,-3,-1,-1,-1,5,-2.3,-1,0
COc1cc(C(=S)N2CCCC2)cc(Cl)c1O,3,-8,-1,-3,0,2,8,0.6,2,-3
O=C(Nc1ccc(C(=O)N2CCOCC2)cc1)Nc1cccc2ccccc12,-10,-7,5,-9,2,-4,-13,-0.6,-4,3
O=C(COC(=O)/C=C/c1ccc(Cl)cc1)Nc1ccc2[nH]c(=O)[nH]c2c1,-7,-6,1,-4,5,1,14,1.0,-9,-3
CCN(CC(=O)N1CCCCCC1)S(=O)(=O)c1ccc(Cl)cc1,0,-1,-2,0,-9,-3,7,-0.6,1,1
CCC(C)Sc1cc(C)c(C#N)c2nc3ccccc3n12 (stereo unspecified),-1,-3,-1,0,-1,-4,9,0.1,-1,4
COc1ccc(N/C=C(\C(C)=O)c2ccc(OC)c(OC)c2)cc1OC,4,-1,2,-5,0,-2,9,-2.6,0,1
O=C1C2CCCCN2C(=O)N1CCN1CCN(c2ccc(F)cc2)CC1 (stereo unspecified),-2,-4,-4,-3,2,5,-19,-2.0,5,-1
Cc1cnc(C(=O)OCC(=O)Nc2ncc(Cl)cc2Cl)cn1,1,14,2,5,11,2,6,-1.0,14,-1
CN(Cc1ccccc1)C(=O)COC(=O)c1cc(=O)c2ccccc2o1,9,-3,2,-5,-2,-3,3,-1.1,8,-6
